CHRM5 agonist – agonists of human muscarinic M5 receptor (CHRM5); P08912; CHO-K1 hM5 cells, Fluo-8 calcium fluorescence; 0% DMSO wells, 100% maximal acetylcholine response; activation, % at 3 µM; 0.19% of 360,000 active; AID 624037;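 active means activation above the run's mean over test compounds plus 3 SD, cut at about 23% in these data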;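 further: signal is peak over basal fluorescence ratio across the kinetic read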
CHRM4 agonist – agonists of human muscarinic M4 receptor (CHRM4) | CHO-K1 hM4/Gqi5, Fluo-8 calcium fluorescence; vehicle 0%, full acetylcholine response 100% | activation, % at 3 µM | 0.14% of 360,000 active | AID 624127;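 active means activation above the run mean over all test wells plus 3 SD, cut at about 32% in these data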;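 further: peak over basal fluorescence ratio per well then scaled between controls; 0% = DMSO wells and 100% = acetylcholine at EC100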
CHRM1 PAM – potentiates human M1 receptor response to acetylcholine | P11229 | CHO-K1 hM1, Fluo-8 calcium fluorescence, ACh EC20; 0% = ACh EC20, 100% = maximal ACh | activation, % at 3 µM | 0.088% of 360,000 active | AID 588819; in the data active means activation above about 19%, passing the limit was not always enough
Target sequence (P11229 whole entry, looked up): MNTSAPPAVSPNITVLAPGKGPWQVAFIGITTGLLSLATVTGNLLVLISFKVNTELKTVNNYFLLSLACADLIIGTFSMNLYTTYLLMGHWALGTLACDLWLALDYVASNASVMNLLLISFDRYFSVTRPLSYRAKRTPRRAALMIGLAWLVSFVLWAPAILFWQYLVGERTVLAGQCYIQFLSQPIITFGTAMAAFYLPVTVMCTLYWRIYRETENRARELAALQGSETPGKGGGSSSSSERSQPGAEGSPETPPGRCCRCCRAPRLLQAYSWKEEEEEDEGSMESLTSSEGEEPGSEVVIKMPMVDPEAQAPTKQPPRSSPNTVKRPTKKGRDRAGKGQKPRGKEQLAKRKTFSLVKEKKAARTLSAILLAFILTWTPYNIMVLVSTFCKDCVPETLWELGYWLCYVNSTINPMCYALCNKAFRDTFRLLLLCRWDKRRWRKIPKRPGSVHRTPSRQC
TAAR1 agonist – agonists of human TAAR1; 0.99% of 360,000 active; Q96RJ0; CHO RD-HGA16 TAAR1, Fluo-8 calcium fluorescence; vehicle wells 0%, saturating PEA agonist 100%; activation, % at 3 µM;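 active means activation above the mean activation of all test compounds in the run plus 3 SD, cut at about 38% in these data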
Target sequence (Q96RJ0 whole entry, looked up): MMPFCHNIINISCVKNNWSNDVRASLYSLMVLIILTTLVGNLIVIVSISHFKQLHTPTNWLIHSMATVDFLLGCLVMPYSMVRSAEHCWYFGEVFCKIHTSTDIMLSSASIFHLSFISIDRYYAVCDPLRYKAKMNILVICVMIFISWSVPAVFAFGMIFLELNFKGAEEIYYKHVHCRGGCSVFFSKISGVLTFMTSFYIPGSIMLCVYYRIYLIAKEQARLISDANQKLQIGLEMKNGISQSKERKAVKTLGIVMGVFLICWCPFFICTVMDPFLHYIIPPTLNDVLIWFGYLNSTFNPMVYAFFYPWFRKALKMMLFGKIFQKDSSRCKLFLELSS
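Assay system: CHO-derived RD-HGA16 cells with stable Gα16 and human TAAR1; timing: 17-24 h seeding, 75 min 37 °C dye, 30 min RT; read-out: % activation from peak over basal fluorescence ratio, DMSO-to-PEA scaled; measured by: kinetic Fluo-8 calcium fluorescence; benchmarks: low control DMSO, high control PEA (EC100); doses: 3 µM single concentration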
CHRM5 PAM – CHRM5 positive allosteric modulation. P08912. CHO-K1 hM5, Fluo-8 calcium, ACh EC20 PAM; 0% = ACh EC20, 100% = ACh EC100. activation, % at 3 µM. 0.3% of 360,000 active;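 active means activation above the run cutoff, the mean activation of all test compounds plus 3 SD, cut at about 18% in these data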
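Assay system – human M5 receptor in CHO-K1 cells · Read-out – % activation, ACh-normalized · Technique – Fluo-8 calcium fluorescence · Dosing – single-point, 3 µM nominal · Incubation – Fluo-8 loading 80 min at 37 °C plus 30 min room temperature · Repeats – singlicate, one well per test compound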
CHRM1 antagonist – antagonists of human M1 muscarinic receptor | P11229 | CHO-K1 hM1, Fluo-8 calcium fluorescence, ACh EC80 antagonist | inhibition, % at 3 µM | 1.3% of 360,000 active | AID 588852;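 active means percent inhibition above its own plate's cutoff, namely the mean of that plate's compound wells plus 3 SD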;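 further: peak over basal fluorescence ratio during 140 s after agonist addition; 0% = ACh EC80 plus DMSO and 100% = DMSO alone without agonist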
CHRM1 agonist – agonists of human M1 muscarinic receptor | activation, % at 3 µM | 0.33% of 360,000 active | P11229 | CHO-K1 hM1, Fluo-8 calcium fluorescence, agonist mode; 0% DMSO, 100% acetylcholine EC100;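 active means activation above the run's mean compound activation plus 3 SD, cut at about 16% in these data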;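 further: peak over basal fluorescence ratio within a 140 s kinetic read after compound addition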
CHRM5 antagonist – CHRM5 antagonism in calcium assay; 0.59% of 360,000 active; P08912; CHO-hM5 cells, Fluo-8 calcium fluorescence, ACh EC80; inhibition, % at 3 µM;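 active means inhibition above a per-plate cutoff, the mean of that plate's test compounds plus 3 SD, cut at about 27% in these data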;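 further: 0% = acetylcholine EC80 with DMSO and 100% = DMSO without agonist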
M4 antag – CHRM4 antagonism in calcium assay | inhibition, % at 3 µM | CHO-hM4 cells, ACh EC80, Fluo-8 calcium fluorescence | 0.73% of 360,000 active | AID 624125 | P08173;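 active means inhibition above its plate's cutoff, the mean inhibition of sample wells plus 3 SD, cut at about 27% in these data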;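 further: 0% = acetylcholine EC80 with DMSO and 100% = DMSO without agonist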
* hit, by the source's call; · = not tested or not shown. These rows are one share of the data; the hit share may differ from the screen's.

SMILES	CHRM5 agonist	CHRM4 agonist	CHRM1 PAM	TAAR1 agonist	CHRM5 PAM	CHRM1 antagonist	CHRM1 agonist	CHRM5 antagonist	M4 antag
CC1CC(=O)Nc2ccc([N+](=O)[O-])cc2N1C (stereo unspecified)	-0.9	-0.3	1.8	1.5	-1.0	-8.2	-6.2	11.4	12.6
CCCCn1nnnc1C(c1cc2ccccc2o1)N1CCN(C(=O)OC(C)(C)C)CC1 (stereo unspecified)	0.4	-0.9	·	5.0	2.4	·	·	-4.9	-17.3
C/C(=N\OC(=O)NC(C)C)c1sc(-c2ccc(Cl)cc2)nc1C	-3.0	1.2	2.5	4.2	-2.6	-0.5	-4.1	2.3	-8.5
Cc1ccc(C)c(Cn2nnc3c(=O)[nH]c(C4CCN(S(=O)(=O)c5ccc(S(=O)(=O)N(C)C)cc5)CC4)nc32)c1	-4.1	1.0	5.3	-1.2	-2.8	-10.7	-4.9	0.8	-25.3
COC(=O)CCCNS(=O)(=O)c1ccc2ccccc2c1	-3.4	0.7	-1.3	6.9	-0.7	2.6	-2.5	-1.4	-1.4
Cc1cc(C(C)(C)C)cc(S(=O)(=O)Nc2ccc(O)c(C(=O)O)c2)c1C	0.5	-0.3	2.4	1.8	-2.4	-1.6	2.9	0.6	1.5
COc1ccccc1-n1cc(C(=O)NCC(=O)NCc2ccc(F)cc2)c2ccccc2c1=O	-2.4	1.1	4.7	0.5	1.3	-9.9	-5.3	3.8	0.0
Cc1ccc(OCCCCCN2CCOCC2)c(Cl)c1	-14.7	1.6	1.3	1.6	4.5	-2.8	-7.1	3.1	5.3
COc1ccc2c(c1)C[C@]1(C)c3ccccc3C(=O)N(Cc3ccccc3)[C@H]21	-10.6	0.5	-10.2	9.2	-7.9	4.7	-9.3	8.8	-7.5
COc1ccc(C(=O)/C=C/Nc2ccc([N+](=O)[O-])cc2C)c(OC)c1	0.1	0.7	-2.2	·	1.9	-3.0	-4.5	-0.1	1.6
S=C(NCC1COc2ccccc2O1)Nc1ccc(Br)cc1 (stereo unspecified)	4.8	10.4	-17.4	7.8	-16.6	17.2	-0.1	23.1	10.2
Cc1ccsc1/C=N/N1CCN(c2ccccc2)CC1	6.8	3.5	-0.6	5.0	-0.5	7.5	4.1	-5.4	-7.7
CCCc1nnc2c(N(C)S(=O)(=O)c3ccc(C)cc3)nc3ccccc3n12	-2.9	1.1	10.4	0.7	3.3	-7.2	-6.4	-13.2	-2.3
CCCOc1ccc(-c2cn3ccccc3n2)cc1	1.6	1.3	0.6	8.4	2.6	4.4	-5.0	5.2	-8.7
CC1CC(C)CN(CCC(=O)Nc2cccc(Cl)c2)C1 (stereo unspecified)	-8.7	2.3	4.2	12.9	8.4	-4.3	-2.6	6.8	3.6
Cc1ccc(CNC(=O)Cn2nnc(C(=O)Nc3ccc(Br)cc3)c2N)cc1	0.1	0.6	-5.8	3.4	-4.7	15.3	-1.5	-1.4	1.1
COc1ccc2c(c1)C(C1=C(O)CC(C)(C)CC1=O)C1=C(CC(C)(C)CC1=O)O2 (stereo unspecified)	1.0	0.3	4.8	1.5	-6.7	-8.2	-3.1	-4.3	-2.4
CCCCN(Cc1cc2ccccc2[nH]c1=O)S(C)(=O)=O	1.7	2.4	4.1	1.1	-1.9	-9.1	-1.6	3.5	-3.2
COc1ccc(N(CC(=O)N/N=C/c2ccc(C(=O)O)cc2)S(=O)(=O)c2ccc(NC(C)=O)cc2)cc1	-2.0	0.2	3.8	-1.2	-1.8	-2.0	-3.4	7.8	-7.9
CCOC(=O)CSc1ncc(OC)c(Sc2ccc(Cl)cc2)n1	-1.9	-1.6	-0.4	16.7	-4.6	-1.3	-3.6	4.6	-5.8
CC(=O)C[C@H](O)CC(=O)[C@@H]1OC(=O)[C@@H](C)C/C=C\Cc2ccccc21	1.8	0.4	4.7	0.0	-0.1	-13.9	-1.8	-4.7	-14.3
C/C(=N\NC(=O)C(c1ccccc1)c1ccccc1)c1ccc(O)cc1	1.7	-0.9	31.4*	3.3	-5.8	-38.8	2.5	-12.9	-31.1
NC(=O)CC(O)c1cccc(Cl)c1 (stereo unspecified)	-2.6	0.8	5.6	16.9	7.5	-26.9	-3.0	-4.5	3.8
CCO/C=C1\SC(=S)N(c2ccc(Cl)cc2)C1=O	1.3	1.4	2.1	2.2	-3.0	-4.7	-0.9	14.7	-1.0
CN1C(=O)SC(Nc2ccccc2)C1=O (stereo unspecified)	0.8	1.3	14.4	0.5	9.5	-3.3	1.5	-6.7	4.2

Compound profiles, from the list above:
`CC(=O)C[C@H](O)CC(=O)[C@@H]1OC(=O)[C@@H](C)C/C=C\Cc2ccccc21` is listed with CHRM5 agonist: 1.8; CHRM4 agonist: 0.4; CHRM1 PAM: 4.7; TAAR1 agonist: 0.0; CHRM5 PAM: -0.1; CHRM1 antagonist: -13.9; CHRM1 agonist: -1.8; CHRM5 antagonist: -4.7; M4 antag: -14.3
`COc1ccccc1-n1cc(C(=O)NCC(=O)NCc2ccc(F)cc2)c2ccccc2c1=O` is listed with CHRM5 agonist: -2.4; CHRM4 agonist: 1.1; CHRM1 PAM: 4.7; TAAR1 agonist: 0.5; CHRM5 PAM: 1.3; CHRM1 antagonist: -9.9; CHRM1 agonist: -5.3; CHRM5 antagonist: 3.8; M4 antag: 0.0

Two compounds from above, reduced to CHRM1 PAM, CHRM4 agonist and CHRM1 agonist.
canonical_smiles,CHRM1 PAM,CHRM4 agonist,CHRM1 agonist
Cc1ccc(OCCCCCN2CCOCC2)c(Cl)c1,1.3,1.6,-7.1
COc1ccc2c(c1)C[C@]1(C)c3ccccc3C(=O)N(Cc3ccccc3)[C@H]21,-10.2,0.5,-9.3

Remaining list, next part
SMILES	CHRM5 agonist	CHRM4 agonist	CHRM1 PAM	TAAR1 agonist	CHRM5 PAM	CHRM1 antagonist	CHRM1 agonist	CHRM5 antagonist	M4 antag
Cc1ccc(C(=O)NCC(=O)N2CCN(c3cccc(Cl)c3)CC2)s1	-0.5	3.8	5.2	5.2	3.0	4.3	-0.7	8.5	-11.7
Cc1ccc(-c2nc3ccccc3c(=O)n2O)cc1	-4.0	-0.1	17.7	2.3	-0.2	-26.1	1.4	15.4	6.0
CC(C)Nc1nc(Oc2ccc(Cl)cc2Cl)cc(C(F)(F)F)n1	0.8	-0.7	7.0	5.6	0.2	-1.6	-1.7	0.4	-0.5
N#CCC(=O)N1CCN(C(c2ccccc2)c2ccccc2)CC1	-16.2	-0.6	-4.3	3.4	-7.5	2.8	-8.8	11.6	5.1
CN1CCc2c(OCc3ccc(F)cc3)cccc2C1=O	-1.8	19.4	2.4	-0.8	-10.2	4.5	-2.4	16.0	-10.5
COc1cc(OC)c2c(-c3ccccc3)cc(=O)oc2c1C(CCN1CCCCC1)c1ccc(N(C)C)cc1 (stereo unspecified)	-5.5	10.2	8.6	·	8.1	-4.8	-3.9	1.7	-0.1
O=C(CN1C(=O)NC2(CCc3ccccc32)C1=O)NC1CCCCC1 (stereo unspecified)	1.1	1.1	11.8	6.1	4.1	-10.7	-2.9	-3.2	-4.8
CC(=O)Nc1cccc(NC(=O)c2ccc(COc3ccccc3)cc2)c1	0.1	7.4	-0.3	6.3	-0.9	4.5	1.3	4.9	0.9
COc1ccc(/C=C/C(=O)OCC(=O)Nc2ccc(S(N)(=O)=O)cc2)cc1OC	-5.7	1.2	-1.5	4.5	-4.8	0.6	-6.1	-2.8	-6.6
COc1cc(OC)cc(C(=O)Nc2cc(C)nn2-c2ccccc2)c1	-0.7	-0.5	2.5	-0.4	0.0	-4.5	-1.8	-3.8	-10.6
Nc1nc(COC(=O)c2ccco2)nc(Nc2ccccc2)n1	0.5	2.4	1.7	3.1	-2.2	-5.8	1.8	3.9	-9.7
CCOc1ccc(-n2c(SCC(=O)NC)nnc2-c2ccco2)cc1	3.1	0.7	11.7	1.2	13.1	-15.7	-1.3	-0.5	-12.6
Cc1cc(C)n2nc(N)nc2n1	-0.2	0.5	1.0	3.1	7.1	-5.6	-0.6	3.0	-7.5
O=C(Nc1ccc(Br)c(C(F)(F)F)c1)c1ccccc1	-3.0	7.3	-19.2	4.3	-15.7	8.2	-8.3	9.7	0.0
Cc1cc2c3c([nH]c2cc1S(=O)(=O)NCc1ccc(CN2CCCCCC2)o1)CC(C)(C)CC3=O	-10.2	-1.0	-36.4	1.8	-9.9	52.3*	-13.7	18.7	25.5
Cc1ccc(OCCCSc2ncccn2)cc1C	-8.3	-0.1	6.2	14.2	8.6	-7.1	-3.8	-0.3	-1.4
Cc1ccccc1NC(=O)CSc1nccn1Cc1ccco1	-1.5	0.5	16.0	0.1	-0.7	-14.6	1.4	-4.3	-4.3
Cc1cc(S(=O)(=O)NC2CCCCC2)c(C)s1	-7.3	-1.1	7.8	10.9	1.0	-5.7	-6.5	-7.1	-1.1
CC(=O)Nc1ccc(OS(=O)(=O)c2ccc(C)cc2C)cc1	2.1	6.2	7.2	15.0	-3.0	-6.4	-2.5	-6.0	-1.9
CC[n+]1oc(-c2ccccc2)cc1C	-4.0	1.8	4.6	0.9	3.4	-7.0	-10.2	-11.1	-0.7
O=C(COC(=O)CCCSc1nc2ccccc2[nH]1)Nc1ccc(Oc2ccccc2)cc1	0.3	10.8	-10.5	14.0	-8.2	12.3	-6.8	5.6	15.0
COC(=O)c1ccccc1NC(=O)CSc1nc(O)c(-c2ccccc2)c(=O)[nH]1	-2.2	-0.1	1.0	1.9	3.0	10.0	-2.7	4.3	-5.0
CCOc1cc(N2CCOCC2)c(OCC)cc1NC(=O)CN1C(=O)NC(CC(C)C)C1=O (stereo unspecified)	4.3	0.3	2.4	5.1	1.7	4.7	-4.0	10.5	1.2
CCC(C)N(C(=O)CSc1nnc(C)n1C)C1CCS(=O)(=O)C1 (stereo unspecified)	1.1	0.7	7.9	1.7	4.4	-9.8	1.4	11.3	-0.8
COc1ccc(Br)cc1CNC(=O)CCc1nc(-c2ccccc2F)no1	-4.4	6.3	-1.2	3.6	-6.1	-5.4	-3.9	3.0	-15.0

Continued:
SMILES	CHRM5 agonist	CHRM4 agonist	CHRM1 PAM	TAAR1 agonist	CHRM5 PAM	CHRM1 antagonist	CHRM1 agonist	CHRM5 antagonist	M4 antag
CC(NC(=O)c1ccco1)C(=O)N1CCCCC1 (stereo unspecified)	-4.2	0.7	10.2	3.1	-8.7	-8.5	0.3	12.5	-3.8
O=c1oc2ccccc2n1Cc1cccc(F)c1	-5.2	0.3	8.7	-1.0	0.9	-0.1	-7.2	2.7	-1.1
CCN(CC(=O)Nc1ccc(S(=O)(=O)N2CCOCC2)cc1)Cc1ccccc1	-1.0	3.4	1.4	3.5	-0.2	-7.3	-7.1	3.3	1.2
CNS(=O)(=O)c1ccc(CCC(=O)N2CCOCC2)cc1	0.2	0.9	2.0	0.8	-5.3	-1.5	-3.1	8.2	-5.4
O=C(Nc1ccccc1)c1nc[nH]c1C(=O)Nc1ccccc1F	2.1	1.5	-8.0	2.1	-1.2	0.2	0.0	-5.8	2.3
O=C(/C=C/c1ccc([N+](=O)[O-])cc1)OCC(=O)N1CCOCC1	3.9	1.3	13.5	0.6	9.5	-19.3	4.0	-4.4	-3.4
